GlmU inhibition: inhibition of mycobacterial GlmU enzyme – biochemical, glucosamine-1-phosphate acetyltransferase (AID 1376) | Bifunctional protein GlmU (Mycobacterium tuberculosis (strain ATCC 25618 / H37Rv)) | actives 0.25% (n = 220,000) | M. tuberculosis GlmU acetyltransferase enzyme assay; higher % means a stronger effect | inhibition, %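 (tested at 30 µM in the primary screen)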, or IC50 in µM where a hit was titrated; in the data active = inhibition above about 13%; inconclusive = no clear call, values can overlap the other calls;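 also: 0% = complete reaction with vehicle and 100% = reaction without substrate; strong numbers were not always called active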
RmlCD inh 1536: M. tuberculosis RmlC/RmlD coupled enzyme inhibitors, primary screen, biochemical, compound mixtures, 384-well, from 1536-well plates; actives 0.03% (n = 160,000); RmlC+RmlD coupled enzyme assay, percent inhibition; primary screen in compound mixtures; dTDP-4-dehydrorhamnose reductase (Mycobacterium tuberculosis (strain ATCC 25618 / H37Rv)) …; inhibition, % at 3.6 µM; in the data active = inhibition mostly above about 34%, no sharp cut-off; inconclusive = no clear call, values can overlap the other calls; inactive = mostly below about 22%; also: some results filed as inactive read as strong as hits
Target sequence (P9WH09 whole entry, looked up): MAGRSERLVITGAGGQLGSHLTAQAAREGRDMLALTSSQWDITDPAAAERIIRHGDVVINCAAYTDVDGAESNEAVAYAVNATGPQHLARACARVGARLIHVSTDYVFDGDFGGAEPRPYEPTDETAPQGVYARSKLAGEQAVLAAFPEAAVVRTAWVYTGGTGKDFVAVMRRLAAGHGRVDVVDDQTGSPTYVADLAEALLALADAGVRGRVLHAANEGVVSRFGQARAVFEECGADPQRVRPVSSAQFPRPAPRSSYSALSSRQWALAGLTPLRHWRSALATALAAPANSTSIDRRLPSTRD
Target sequence (P9WH11 whole entry, looked up): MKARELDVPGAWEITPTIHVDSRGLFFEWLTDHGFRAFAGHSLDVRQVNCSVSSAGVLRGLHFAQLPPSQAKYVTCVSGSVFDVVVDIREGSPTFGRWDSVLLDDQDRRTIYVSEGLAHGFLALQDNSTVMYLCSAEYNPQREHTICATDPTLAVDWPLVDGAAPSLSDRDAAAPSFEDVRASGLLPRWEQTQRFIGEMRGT
Numbers without * were called inactive; ? = inconclusive; . = not tested or not shown. Only part of the results is shown; rates above refer to the full screens.

SMILES	GlmU inhibition	RmlCD inh 1536
Cc1c(N2C(=O)CS/C2=N\N=C\c2ccccc2O)c(=O)n(-c2ccccc2)n1C	-2.0%	.
CC(=O)Oc1ccccc1C1C[C@]2(C)CC(=O)NC2N1C(C)=O (stereo not given in full)	1.7%	.
Cc1ccc(NC(=O)C(=O)C2C(=O)Nc3ccccc32)cc1 (stereo not given)	-0.1%	7
CCOc1ccc(C2NC(=O)C(C#N)=C(S)N2c2ccc(C)cc2)cc1OC (stereo not given)	4.0%	-5
N/C(=N\OC(=O)Cc1ccccc1)c1ccccc1Cl	0.2%	.
Cc1ccc(/C=C/C2=NN(Cc3ccccc3Cl)C(=O)CC2)cc1	-0.5%	.
CCOC(=O)C1CCCN(C(=O)c2ccco2)C1 (stereo not given)	-3.9%	0
COC(=O)C1CCN(C(=O)COC(=O)COc2ccc(C#N)cc2)CC1	-0.7%	9
CCOC(=O)c1c(NC(=O)c2ccno2)c2cc([N+](=O)[O-])ccc2n1C	3.9%	.
Cc1ccc(CNC(=O)Nc2cccc(C)c2)cc1	1.4%	-5
CCOc1ccc(S(=O)(=O)Nc2cc(OC)ccc2OC)cc1	-1.8%	3
O=c1[nH]c(-c2ccc(Cl)cc2)nc2c1cnn2-c1ccccc1	4.3%	1
O=C/C(=C\Nc1ccc(Cl)cn1)c1nc2cc(Cl)ccc2o1	-1.5%	30
COC(=O)C1=C(C)NC(=O)/C1=C\c1cccs1	3.4%	.
CCOC(=O)C1CCN(C(=O)Nc2ccc(C)c(Cl)c2)CC1	1.8%	-13
O=C(COc1cccc(Cl)c1)N/N=C\c1cc2ccccc2nc1Cl	-2.7%	5
COC(=O)c1sc2nc(-c3ccco3)ccc2c1N	17%	19
COc1ccc(N2CC(O)=C(c3nc(-c4ccc(Br)cc4)cs3)C2=N)cc1	-5.0%	6
CS(=O)(=O)N1CCC(C(=O)NCc2ccc(F)cc2Cl)CC1	0.2%	.
Cc1cc(Cl)ccc1OC(C)C(=O)NCCCCc1ccccc1 (stereo not given)	-4.5%	.

An excerpt from above in order of SMILES length, highest first.
SMILES	GlmU inhibition	RmlCD inh 1536
CCOC(=O)c1c(NC(=O)c2ccno2)c2cc([N+](=O)[O-])ccc2n1C	3.9%	.
CC(=O)Oc1ccccc1C1C[C@]2(C)CC(=O)NC2N1C(C)=O (stereo not given in full)	1.7%	.
Cc1ccc(/C=C/C2=NN(Cc3ccccc3Cl)C(=O)CC2)cc1	-0.5%	.
O=C(COc1cccc(Cl)c1)N/N=C\c1cc2ccccc2nc1Cl	-2.7%	5
O=C/C(=C\Nc1ccc(Cl)cn1)c1nc2cc(Cl)ccc2o1	-1.5%	30
COC(=O)C1=C(C)NC(=O)/C1=C\c1cccs1	3.4%	.
COC(=O)c1sc2nc(-c3ccco3)ccc2c1N	17%	19

Of the compounds above, three have an aryl methoxy group.
SMILES	GlmU inhibition	RmlCD inh 1536
CCOc1ccc(C2NC(=O)C(C#N)=C(S)N2c2ccc(C)cc2)cc1OC (stereo not given)	4.0%	-5
CCOc1ccc(S(=O)(=O)Nc2cc(OC)ccc2OC)cc1	-1.8%	3
COc1ccc(N2CC(O)=C(c3nc(-c4ccc(Br)cc4)cs3)C2=N)cc1	-5.0%	6

The list goes on.
SMILES	GlmU inhibition	RmlCD inh 1536
c1ccc(-c2nnc(NC3=NCCC3)o2)cc1	-3.4%	-8
O=C(Nc1ccc(Cl)cc1)C1C2CCC3C(CCC21)C3(Cl)Cl (stereo not given)	-1.3%	.
CSc1ccc(S(=O)(=O)N2CCN(Cc3ccc4c(c3)OCO4)CC2)cc1	0.2%	-8
c1ccc(-c2nnsc2Sc2ccccn2)cc1	-6.2%	-7
COc1cc(C(=O)Nc2ccc(S(=O)(=O)N3CCOCC3)cc2)c([N+](=O)[O-])cc1OC	-4.4%	5
Cc1c(-n2cc(C(=O)c3cc(Cl)ccc3O)cc(C#N)c2=O)c(=O)n(-c2ccccc2)n1C	1.9%	-5
CCOC(=O)C1(Cc2cccc(OC)c2)CCN(Cc2ccon2)CC1	0.0%	0
COc1ccc(Cc2nnc(N/N=C/c3ccc(O)cc3O)[nH]c2=O)cc1OC	7.5%	-2
Cc1nnc(NC(=O)C2C3C=CC(O3)C2C(=O)O)s1 (stereo not given)	2.4%	5
Cn1c(N)c(C(=O)COC(=O)c2cccs2)c(=O)n(C)c1=O	-2.0%	8
Cc1cc(CN(C)Cc2cn(C)nc2-c2ccc(Oc3ccccc3)cc2)on1	-1.4%	.
Cc1nc(NC(=O)COC(=O)C(NC(=O)c2ccco2)C(C)C)c(Cl)cc1Cl (stereo not given)	-4.3%	.
CCC(=O)NC(Nc1cc(C)ccn1)(C(F)(F)F)C(F)(F)F	5.2%	.
Cc1ccc(SC[C@H](CC(C)C)N2CCN(CCc3ccccc3)CCC2=O)cc1	-0.7%	2
CCOC(=O)c1ccc(NC(=S)Nc2ccc(Cl)cn2)cc1	0.2%	.
CCc1cc2c(=O)n(Cc3ccco3)c(SCC(=O)N3CCCc4ccccc43)nc2s1	-1.3%	7
Cc1ccc(C2/C(=C(/O)c3ccccc3)C(=O)C(=O)N2CCN2CCOCC2)o1 (stereo not given)	1.8%	-5
CC(C)C1CC(CCNCc2ccc3c(c2)OCO3)(c2ccccc2)CCO1 (stereo not given)	-8.8%	21
CC(C)Sc1cc(N2CCCC2)nc(-c2ccccc2Cl)n1	-3.0%	-7
COC(=O)C(O)(c1c(C)[nH]n(-c2ccccc2)c1=O)C(F)(F)F (stereo not given)	-5.0%	5
O/N=C(/Cc1ccccn1)c1ccccc1	2.1%	3
Cc1ccc(-c2nsc(SCC(=O)NCC3CCCO3)n2)cc1 (stereo not given)	-2.9%	8
Fc1ccc(-n2[nH]nnc2=S)cc1N1CCCC1	4.5%	12
CCCCn1c(O)c(C(CC)=Nc2ccc(OC)cc2OC)c(=O)[nH]c1=O	4.6%	.
Cc1sc(NC(=S)NC(=O)CCc2ccccc2)c(C(N)=O)c1C	2.1%	-5
COC(/C=C/Nc1ccc(C)cc1)=C(C#N)C#N	1.4%	-7
C=C1CCN([C@@H](Cc2ccccc2)C(=O)O)S(=O)(=O)c2ccccc21	-0.6%	.
O=C1C[C@H]2[C@H](CO)[C@@H](OC(=O)c3ccc(-c4ccccc4)cc3)C[C@H]2O1	-2.2%	8
C=CCn1c(SCC(=O)Nc2c(C)n(C)n(-c3ccccc3)c2=O)nc2scc(-c3ccccc3)c2c1=O	3.0%	.
O=C1CN(C(=O)COC(=O)CNC(=O)c2ccc(Br)o2)c2ccccc2N1	-1.6%	5
CCN(C(=O)CSc1nnnn1-c1ccccc1)c1c(N)n(Cc2ccccc2)c(=O)[nH]c1=O	3.5%	-4
O=C1SC(Cc2ccccc2)C(=O)N1c1ccccc1 (stereo not given)	1.1%	-17
COc1ccccc1CNC(=O)C(C)Sc1ccsc1[N+](=O)[O-] (stereo not given)	-0.5%	24
CC(C)Cn1c(N)c(C(=O)NCC2CCCO2)c2nc3ccccc3nc21 (stereo not given)	6.8%	10
CCc1ccc(-c2nc(CN3CCC(C(=O)NCc4ccc(F)cc4)CC3)c(C)o2)cc1	-4.0%	-7
Cc1ccccc1NCC(=O)N/N=C/c1c(C)c(C(=O)c2ccc(Cl)cc2)n2ccccc12	1.6%	.
Cc1ccccc1C1CCCN(Cc2nc(CC3CC3)no2)C1 (stereo not given)	2.2%	4
Cn1cc([N+](=O)[O-])c(C(=O)Nc2cnn(Cc3ccc(F)cc3)c2)n1	2.0%	6
O=C(O)c1cccc(Cn2c(Cl)c(/C=N/NC(=O)c3ccccc3O)sc2=O)c1	5.3%	7
CCOc1cc(C(=O)N(C)c2ccccc2)cc(OCC)c1OCC	-0.8%	2
CCOC1=NN(c2ccc(Cl)cc2)C(=O)/C1=C\N(C)C	1.3%	?
CCOP(=O)(OCC)C(NC(=O)C(F)(F)F)c1ccccc1 (stereo not given)	3.6%	6
CN(C)c1nc(NC(C)(C)C)nc(NC(C)(C)C)n1	-0.1%	1
COc1ccc(CCc2cc(OC)cc(=O)o2)cc1	-1.0%	.
COc1cc(/C=C2\CC/C(=C\c3cc(OC)c(O)c(OC)c3)C2=O)cc(OC)c1O	14%*	8
Cc1cccc(NC(=S)Nc2c(C)n(C)n(-c3ccccc3)c2=O)c1C	-3.0%	8
O=C(NCc1ccco1)C(=O)c1cn(CC(=O)N2CCCCCC2)c2ccccc12	.	9
C[C@H](NC(=O)c1ccccc1Cl)C(=O)NCc1cccs1	-2.6%	1
Cc1ccc(C(=O)CSc2ccc(-c3ccncc3)nn2)cc1	3.7%	-1
O=C(c1cccnc1)N1CCN(CCCc2ccccc2)CC1	3.3%	-7
CCOc1ccc(NC(=O)N2CCC(NC(=O)c3ccco3)CC2)cc1	-4.3%	.
COc1cccc(NC(=O)C(C#N)Cc2ccncc2)c1 (stereo not given)	-0.5%	15
Nc1nnn(Cc2ccccc2)n1	-3.5%	-8
Cc1ccc(-c2nc(C)c(C(=O)O)s2)cc1	0.9%	2
O=C(NCc1ccco1)c1ccc2ccccc2n1	-1.8%	-1
COc1ccc(C(=O)N/C(=C/c2ccco2)C(=O)NC2CCS(=O)(=O)C2)cc1 (stereo not given)	5.8%	3
CC(C)c1ccccc1NC(=S)NC(C)c1ccccc1 (stereo not given)	-5.5%	9
CCCCCn1c(CNC(=O)CCC)nc2ccccc21	-4.5%	.
O=C(CCc1nnc(CCCCc2ccccc2)o1)N1CCN(CCO)CC1	-5.2%	63
O=S(=O)(Nc1ccc(O)cc1)c1cccc2cccnc12	1.8%	-2
Next records follow.
SMILES	GlmU inhibition	RmlCD inh 1536
Cc1ccc(SC(C)c2nc(-c3ccccc3)no2)cc1 (stereo not given)	14%*	-3
O=C(CNc1n[nH]c(=O)[nH]c1=O)N/N=C/C=C/c1ccccc1	2.7%	5
CCOCc1nnc(NC(=O)c2cc(C(=O)OC)cc([N+](=O)[O-])c2)s1	0.6%	-3
COc1ccc2c(c1O)C(=O)c1ccccc1C2=O	.	2
CCCCc1nc(NCc2ccccc2)c(C#N)c2c1CCCC2	3.2%	-13
COCCNC(=O)Cn1nc(C(F)(F)F)c(Br)c1C	0.6%	-2
Cc1nnnn1/C(=C\c1ccccc1)C(=O)OCC(=O)N1CC2(C)CC1CC(C)(C)C2 (stereo not given)	0.8%	-8
O=C(Nc1ccc2ccccc2c1)N1CCCN(CCOc2ccccc2)CC1	4.2%	1
CCCC[N+]12CCC(CC1)C(Cc1ccccc1)C2 (stereo not given)	7.7%	93
CCOC(=O)CSc1cn2c(n1)CCC2	4.4%	4
COC(=O)C1=C(C(=O)OC)[C@@H]2N(Cc3ccccc3)c3ccccc3[C@@]23C[C@@H](C(=O)OC)N(C(=O)COCc2ccccc2)C3=N1	0.8%	-3
CC(=O)N1CSCC1C(=O)NNS(=O)(=O)c1cccc(C(F)(F)F)c1 (stereo not given)	3.7%	-15
CCCCn1nnnc1NCc1ccc(C)s1	-1.9%	.
Cc1ccc2cc(CCNC(=O)c3cc4ccccc4o3)c(=O)[nH]c2c1C	-3.7%	9
N#CCOc1nc(N2CCCC2)nc(N2CCCC2)n1	-3.4%	.
Cc1ccc(C)c(NC(=O)Cn2c(=O)n(-c3ccc(CC(=O)NCC4CCCO4)cc3)c(=O)c3ccccc32)c1 (stereo not given)	0.9%	-11
COc1ccc(C=O)cc1COc1ccc(C)cc1[N+](=O)[O-]	2.0%	7
CCOc1ccc(-c2nc[nH]c2[N+](=O)[O-])cc1	-1.7%	-7
Cc1cc(/C=C2\SC(=Nc3ccccc3)NC2=O)c(C)n1-c1ccc(S(N)(=O)=O)cc1	-4.6%	7
O=C(O)CC(CC(=O)Nc1ccc(-n2ccc(C(F)(F)F)n2)cc1)c1ccccc1 (stereo not given)	2.5%	2

Profiles, looked up by structure.
COc1ccc(C=O)cc1COc1ccc(C)cc1[N+](=O)[O-] as listed: GlmU inhibition = 2.0%; RmlCD inh 1536 = 7
Cc1cc(/C=C2\SC(=Nc3ccccc3)NC2=O)c(C)n1-c1ccc(S(N)(=O)=O)cc1 as listed: GlmU inhibition = -4.6%; RmlCD inh 1536 = 7

(listing goes on)
SMILES	GlmU inhibition	RmlCD inh 1536
Oc1c(CN2CCOCC2)cc(-c2ccccc2)cc1CN1CCOCC1	-3.8%	6
Cc1ccc(NS(=O)(=O)c2ccc(N/N=C/c3ccncc3)c([N+](=O)[O-])c2)c(C)c1	3.7%	-11
CC(C)(C)n1ncc2c(=O)n(CC(=O)N3CCCCCC3)cnc21	3.3%	.
COc1ccc(NC(=O)c2ccc(-c3ccccc3Cl)o2)cc1	1.0%	.
Cc1ccc(C2CC(C(F)(F)F)n3nc(C(=O)NCc4c(C)nn(C)c4C)c(Cl)c3N2)cc1 (stereo not given)	4.8%	1
Cc1cc2c(sc3c(C)ccc(C)c32)c(C)n1	-11%	-3
CCCN1CCC(NC(=O)Nc2ccc(F)cc2F)CC1	-5.9%	-3
COC(=O)CSc1nnc(CNC(=O)c2cc(OC)cc(OC)c2)n1-c1ccc(F)cc1	5.2%	-9
O=C(/C=C/c1ccc(F)cc1)N1CCN(c2ccccn2)CC1	-2.7%	-6
CCNC(=O)N1C(CC(=O)OCC)C(=O)NC2CCCCC21 (stereo not given)	-1.6%	2
COc1ccc(-n2nc3c(c2NC(=O)C24CC5CC(CC(C5)C2)C4)CS(=O)C3)cc1 (stereo not given)	-1.0%	-3
CCOC(=O)C1C(=O)OC2(CCOC(C)(C)C2)C1C(=O)OCC (stereo not given)	1.2%	.
Cc1ccc(NC(=O)CN(C)S(=O)(=O)c2cccc3cccnc23)cc1	-0.8%	1
